# Screening results: PubChem, several laboratories
# Yfh1-depleted yeast = enhancers of respiration in Yfh1-depleted yeast, dose response, Friedreich's ataxia, plus single-dose screen (AID 1465) | S. cerevisiae Yfh1-off respiration, WST-1 reduction, 72 h; higher fold induction means a stronger effect | fold induction at 50 µM; hits with a dose series show EC50 in µM | hit rate 0.074% among 220,000;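 active means fold induction of absorbance versus untreated yeast above a set limit, then at least 30% activation at any dose in follow-up; inconclusive means repeats straddling the limit, or above it without dose testing; inactive means fold induction below the set limit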;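 further: activators that raise dye reduction in frataxin-depleted yeast; strong numbers were not always called active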
# Salmonella PhoP GFP = PhoP-dependent GFP reporter repression – Salmonella Typhimurium, primary screen (AID 1863) | S. Typhimurium PhoP-regulated promoter GFP reporter, 4 h; higher % means a stronger effect | inhibition, % at 50 µM, or IC50 in µM where a hit was titrated | hit rate 0.16% among 300,000;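 active means inhibition over 29.93%, a cutoff 3 SD above the screen mean, later confirmed by dose response; inconclusive means inhibition over 29.93% but no dose response follow-up; inactive means inhibition at most 29.93% or unconfirmed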;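 further: 0% = low Mg2+ inducing control and 100% = high Mg2+ repressing control; strong numbers were not always called active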
# CSM14.1 death rescue = protection against thapsigargin-triggered cell killing – 384-well, CSM14.1, ATP luminescence, primary screen (AID 1222); CSM14.1 thapsigargin-induced death rescue, ATP luminescence; higher % means a stronger effect; cellular ATP content (survival), % at 20 µM; hits with a dose series show EC50 in µM; 190,000 tested, under 10 active;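 active means EC50 below 50 µM in the dose-response confirmation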;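 further: death triggered by thapsigargin at about 15 µM added after 2 h compound pretreatment; cell ATP read after overnight thapsigargin exposure of roughly 18 to 22 hours; normalized against plate controls of thapsigargin alone and 5% DMSO vehicle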
# Siah-1 displacement = Siah-1 peptide-binding antagonists, primary screen, biochemical, fluorescence polarization, rhodamine-plectin, uHTS (AID 1817); hit rate 0.02% among 290,000; Siah-1 / rhodamine-plectin peptide fluorescence polarization; higher % means a stronger effect; displacement, % at 20 µM, or IC50 in µM where a hit was titrated;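 active means displacement of at least 50% at 20 µM, with a fluorescence ratio check between 0.3 and a set limit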;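 further: plate controls were Siah plus tracer with DMSO for no effect and tracer alone without Siah for full effect; strong numbers were not always called active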
# XIAP antagonists = XIAP antagonists, biochemical, IAP family, fluorescence polarization (AID 1018); XIAP BIR domain, fluorescence polarization peptide displacement; higher % means a stronger effect; one-dose displacement, % at 20 µM; IC50 in µM for titrated hits; hit rate 0.007% among 200,000; in the data active means displacement above about 50%; further: a part of the inactive calls stands beside numbers as strong as those of hits
# M17LAP inhibition = P. falciparum M17LAP inhibitors, primary screen, biochemical, fluorogenic H-Leu-NHMec substrate, 1536-well (AID 1619) | recombinant M17LAP, H-Leu-NHMec fluorogenic kinetic assay; higher % means a stronger effect | one-dose inhibition, % at 30 µM; IC50 in µM for titrated hits | hit rate 0.38% among 220,000;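 active means compound inhibiting the enzyme by more than half at any dose during confirmatory dose-response retesting; inconclusive means strong single-dose inhibitors picked by rank but not retested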;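 further: plate controls were full reaction with DMSO carrier for no effect and no enzyme background for full effect; strong numbers were not always called active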
# M1AAP inhibition = P. falciparum M1AAP inhibitors, biochemical, fluorogenic H-Leu-NHMec substrate, 1536-well (AID 1445); recombinant M1AAP, H-Leu-NHMec fluorogenic kinetic assay; higher % means a stronger effect; inhibition, % at 30 µM, or IC50 in µM where a hit was titrated; hit rate 0.42% among 220,000;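 active means primary inhibition above the hit cutoff, then over 50% inhibition at one or more dose response concentrations, cut at about 23% in these data, passing the limit was not always enough; inconclusive means conflicting primary data, or primary hits not chosen for dose response; inactive means low primary inhibition, or under 50% at every dose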;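 further: plate controls were DMSO full reaction for no effect and no enzyme background for full effect; strong numbers were not always called active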
# West Nile antiviral = West Nile virus antiviral activity, cell-based, CPE readout (AID 1621); West Nile virus-infected cells, CPE inhibition; higher % means a stronger effect; one-dose CPE inhibition, % at 10 µM; IC50 in µM for titrated hits; hit rate 0.02% among 290,000; in the data active means a potency from the dose series; inconclusive means CPE inhibition mostly from about 3.7% at the one dose, without a potency; inactive means the rest, 99 in 100 with CPE inhibition below about 2.2%; further: strong numbers were not always called active
# PMI inhibition = human PMI inhibitors, high substrate, primary screen, biochemical, fluorescence intensity, high mannose 6-phosphate (AID 1220); hit rate 0.66% among 190,000; inhibition, % at 20 µM; hits with a dose series show IC50 in µM; recombinant PMI enzyme, coupled fluorescence intensity; higher % means a stronger effect; in the data active means inhibition above about 50%
# Numbers without * were called inactive; i = inactive; ? = inconclusive; . = not tested or not shown.
SMILES,Yfh1-depleted yeast,Salmonella PhoP GFP,CSM14.1 death rescue,Siah-1 displacement,XIAP antagonists,M17LAP inhibition,M1AAP inhibition,West Nile antiviral,PMI inhibition
Cc1ccsc1/C=N/NC(=O)CNC(=O)c1ccco1,i,0%,-2.1%,-6%,-6.0%,8%,5%,0.3%,-14%
Cc1ccc(-c2cc(C(=O)Nc3cccnc3)c3ccccc3n2)o1,i,11%,2.7%,-4%,-8.7%,-13%,11%,-0.4%,-28%
CCN1CCN(c2c(Cl)cccc2NC(=O)c2ccc3nsnc3c2)CC1,i,-8%,.,-3%,.,9%,5%,-0.5%,.
O=CN1CCN(c2ncnc3c2nnn3Cc2c(F)cccc2Cl)CC1,i,3%,0.6%,13%,-14%,-13%,-3%,-1.2%,-3%
Cc1c(NC(=O)Cc2cccs2)cccc1[N+](=O)[O-],i,11%,-0.8%,-6%,5.7%,-3%,0%,-0.5%,-3%
COc1cc(C(=O)Nc2cc(-c3ccccc3)[nH]n2)cc(OC)c1OC,i,7%,-1.2%,0%,-1.3%,-17%,6%,1.1%,-6%
Cc1cc2oc(C(=O)Nc3c(C)n(C)n(-c4ccccc4)c3=O)c(C)c2cc1C,i,4%,3.5%,8%,-2.0%,1%,-1%,-0.1%,-4%
CN(CCN(C)C(C)(C)C)C(=O)C(c1ccccc1)c1ccccc1,i,-5%,.,-3%,.,2%,-9%,-0.1%,.
CCOC(=O)c1cc(-c2cccc([N+](=O)[O-])c2)nc2[nH]c(=O)[nH]c(=O)c12,i,-9%,.,2%,-11%,27%,7.4µM*,3.3%,23%
Cc1nc(Oc2ccc(S(=O)(=O)N3CCOCC3)cc2Cl)c2c3c(sc2n1)CCCC3,i,6%,-2.3%,-1%,-8.5%,-11%,0%,-2.0%,4%
COc1cc(OC)cc(C(=O)N[C@H](C(=O)N2CCc3ccccc32)C(C)C)c1,i,2%,7.1%,5%,-6.2%,-2%,5%,-0.7%,16%
Cc1cc(C(F)(F)F)nn1C(=O)c1cccnc1Cl,i,1%,-5.3%,3%,-6.0%,-1%,1%,0.1%,6%

# The last 3 compounds of the part before are carried over, then new ones follow.
SMILES,Yfh1-depleted yeast,Salmonella PhoP GFP,CSM14.1 death rescue,Siah-1 displacement,XIAP antagonists,M17LAP inhibition,M1AAP inhibition,West Nile antiviral,PMI inhibition
Cc1nc(Oc2ccc(S(=O)(=O)N3CCOCC3)cc2Cl)c2c3c(sc2n1)CCCC3,i,6%,-2.3%,-1%,-8.5%,-11%,0%,-2.0%,4%
COc1cc(OC)cc(C(=O)N[C@H](C(=O)N2CCc3ccccc32)C(C)C)c1,i,2%,7.1%,5%,-6.2%,-2%,5%,-0.7%,16%
Cc1cc(C(F)(F)F)nn1C(=O)c1cccnc1Cl,i,1%,-5.3%,3%,-6.0%,-1%,1%,0.1%,6%
Cc1ccc(C(=O)N(C)CC(=O)Nc2ccc(F)c(F)c2F)o1,i,-1%,-2.9%,5%,-5.3%,8%,1%,0.6%,8%
CCCCNC(=O)C12CCC(C)(C(=O)C1Br)C2(C)C (stereo unspecified),i,-3%,-1.4%,-6%,-6.3%,10%,0%,-0.2%,4%
OCCN(CCO)Cc1ccc(Br)cc1,i,7%,-0.7%,4%,-2.4%,13%,-6%,0.6%,-4%
CCn1c(=O)cc(OCC(=O)Nc2ccc3c(c2)OCCO3)c2ccccc21,i,2%,.,9%,3.3%,3%,-3%,0.1%,20%
CCc1nnc(NC(=O)CSc2nc(SC)ns2)s1,i,-2%,1.3%,1%,-7.4%,9%,2%,-0.1%,-2%
CCN(CC)c1ccc(C2=NNC(=O)CC2C)cc1[N+](=O)[O-] (stereo unspecified),i,12%,-0.8%,2%,-0.7%,29%,11%,0.8%,5%
Cc1cccc(-n2c(-c3ccncc3)n[nH]c2=S)c1,i,5%,-3.4%,4%,3.6%,-1%,1%,-0.1%,-1%
CSc1ccc(/C=C/C(=O)c2ccc(NC(=O)C(C)C)cc2)cc1,i,-9%,0.8%,-1%,-17%,7%,4%,0.1%,10%
Cc1ccc(C(=O)NNC2CC(=O)N(c3ccc4c(c3)OCCO4)C2=O)cc1 (stereo unspecified),i,9%,-0.8%,-4%,-0.9%,5%,2%,0.2%,-52%
Cn1cccc1/C=C1\SC(=S)N(NC(=O)c2ccccc2)C1=O,i,9%,1.1%,6%,4.0%,7%,?,-1.2%,12%
O=C(Cn1nnc(-c2ccccc2)n1)NNC(=O)c1ccccc1,i,-8%,-0.9%,0%,-4.7%,3%,3%,0.3%,1%
COC1CCCCC1Nc1cc(C)ccc1C (stereo unspecified),i,5%,-3.2%,-1%,-3.3%,0%,-3%,0.6%,10%
COC(C(=O)NC1CC1)c1ccccc1 (stereo unspecified),i,3%,-0.7%,2%,-3.8%,13%,8%,-0.2%,-6%
O=C(NCC1COc2ccccc2O1)C1CCN(S(=O)(=O)c2cccc3nsnc23)CC1 (stereo unspecified),i,4%,0.7%,0%,-1.0%,6%,6%,-0.1%,5%
CC(NC(=O)C1(C)CC1(Br)Br)C(C)(C)C (stereo unspecified),i,32%,-4.0%,1%,-1.7%,-3%,-6%,0.1%,0%
Cc1csc2c(N3CCN(C(=O)Nc4ccc(Cl)c(Cl)c4)CC3)ncnc12,i,-4%,.,6%,.,5%,10%,-0.3%,.
Cc1ccc([N+](=O)[O-])cc1NC(=O)C(C)NS(=O)(=O)c1ccc(F)cc1 (stereo unspecified),i,-1%,-0.9%,-2%,-7.4%,-2%,5%,-0.5%,4%
CCN=C1SC(CC(=O)NCc2ccccc2)C(=O)N1CC (stereo unspecified),i,-4%,-0.5%,7%,-3.9%,12%,3%,0.9%,8%
Cc1ccc(S(=O)(=O)N(C)c2ccc(C(=O)N3CCCCC3)cc2)cc1,i,-2%,-0.3%,0%,-0.6%,-2%,-3%,-1.9%,-8%
COc1ccccc1NC(=O)CS(=O)(=O)c1cccc2nsnc12,i,-7%,3.9%,-3%,-2.5%,0%,5%,0.1%,9%
O=c1cc(CN2CCN(c3cccc(Cl)c3)CC2)c2cc3c(cc2o1)CCCC3,i,-1%,-1.8%,4%,-2.7%,2%,0%,-0.3%,-9%
Cc1cccc(NC(=S)NC(=O)c2cccs2)n1,i,0%,-0.3%,1%,-2.0%,5%,8%,0.5%,14%
Cc1ccc(CNC(=O)CCS(=O)(=O)c2cccc3nonc23)cc1,i,2%,-1.8%,-2%,0.3%,-14%,-1%,-0.6%,5%
CCN(CCCNC(=O)CCNC(=O)Cn1cnc2ccccc2c1=O)c1ccccc1,i,-7%,0.3%,2%,-6.0%,1%,9%,-0.5%,15%
Cc1ccc(C2C(C(=O)c3cccs3)=C(O)C(=O)N2c2cccc(C)n2)cc1 (stereo unspecified),i,-5%,.,6%,.,3%,4%,0.7%,.
O=C(NCc1ccco1)c1cc2n(n1)C(C(F)(F)F)CC(c1ccc(Br)cc1)N2 (stereo unspecified),i,1%,1.5%,-2%,-5.8%,-6%,1%,-1.0%,-3%
CN(C)S(=O)(=O)c1ccc(C(=O)Nc2cccc(S(=O)(=O)NC3=NCCC3)c2)cc1,i,6%,.,-4%,.,-5%,3%,0.4%,.
COc1cccc(CNS(=O)(=O)c2cccc(S(=O)(=O)N3CCOCC3)c2)c1,i,7%,4.1%,0%,-2.5%,-16%,3%,-0.4%,-8%
C=C(C)C(=O)Nc1cccc(C2=NOC3(C2)C[C@@H](C(N)=O)N(C(=O)c2ccc(Cl)cc2)C3)c1 (stereo partly specified),i,-5%,.,6%,.,8%,4%,-0.3%,.
COc1ccc(/C=N/Nc2ccccn2)cc1OC,i,-3%,.,-1%,.,39%,2%,0.3%,.
COc1ccc(NC(=O)c2ccc(NCCN3C(=O)CCC3=O)c([N+](=O)[O-])c2)cc1,i,-12%,-2.3%,14%,-3.3%,4%,2%,-0.5%,14%
Cc1nc(NC(=O)/C=C/c2ccc(Cl)cc2Cl)sc1C(=O)N(C)C,i,-1%,-1.5%,3%,-6.8%,2%,-3%,-0.1%,14%
Cc1ccc(NCC(=O)Nc2cccc(S(=O)(=O)N(C)C)c2)c(Cl)c1,i,24%,-2.6%,2%,-9.4%,9%,4%,-1.1%,9%
Clc1ccc(/C=N/N2CCCCC2)cc1,i,-6%,.,-10%,.,3%,-2%,0.4%,.
Cc1cc(N2CCC(C)CC2)nc2cccc(O)c12,i,11%,-0.5%,-3%,-2.6%,6%,9%,-0.5%,40%
Nn1cnnc1SCC(=O)Nc1ccc(C2CCCCC2)cc1,i,1%,-0.1%,-5%,1.0%,-3%,-1%,-0.1%,7%
C[C@]12CC[C@@H]3c4ccc(O[C@@H]5O[C@H](C(=O)O)[C@@H](O)[C@H](O)[C@H]5O)cc4CC[C@H]3[C@@H]1C[C@@H](O)[C@@H]2O,i,-2%,.,-1%,.,-8%,-2%,-0.1%,.
Cc1ccc(-c2nnc(Nc3ccc4c(c3)OCO4)c3ccccc23)cc1S(=O)(=O)NC(C)C,i,14%,-1.0%,6%,-6.0%,-7%,18%,1.4%,12%
O=[N+]([O-])c1ccc(OCc2cnc(Cl)s2)c([N+](=O)[O-])c1,i,-8%,-0.7%,-4%,-7.2%,4%,2%,-1.5%,3%
O=C(Nc1cccc(-c2cn3ccccc3n2)c1)C1CC1,i,7%,-0.7%,4%,1.6%,7%,6%,-0.1%,13%
COc1cccc(/C=N/NC(=O)CO/N=C(\C)c2cccs2)c1OC,i,12%,-2.0%,3%,33%,-5%,19%,0.2%,1%
COCCNC(=O)C(=O)NNC(=O)COc1ccc(OC)cc1,i,.,-2.0%,5%,-2.7%,.,.,-0.4%,9%
O=C(NC1CCCCC1)Sc1ccc(Cl)cc1,i,-5%,-4.0%,-2%,-10%,-3%,21%,-0.2%,-28%
CCN(CC)C1CCN(C(=O)c2cc(COc3ccc(F)cc3Cl)on2)C1 (stereo unspecified),i,4%,-0.7%,2%,-5.2%,0%,-4%,-0.5%,-4%
CCN(CC)S(=O)(=O)c1ccc(N2CCOCC2)c(NC(=O)Cc2cccc3ccccc23)c1,i,-9%,-0.1%,2%,-6.2%,-10%,2%,-0.8%,-1%
COc1cc(/C=N/n2nnnc2Nc2ccccc2)cc(OC)c1OC,i,-33%,-0.9%,0%,-3.4%,1%,4%,-0.9%,3%
COc1ccc(CCNC(=O)CSc2nnc3ccccn23)cc1,i,-5%,-1.4%,5%,-5.6%,6%,1%,-0.7%,3%
O=C(CSc1ccccn1)N1CCc2ccccc21,i,5%,-1.2%,2%,-8.0%,18%,3%,-0.2%,-8%
